High-throughput results as filed in PubChem BioAssay.
esBAF inh: blocks esBAF chromatin remodeling in mouse ES cells; reporter increase, % at 12.5 µM; AID 602393; Bmi1-luciferase knock-in reporter, 24 h; 100% = twice the neutral-well signal; hit rate 2% among 350,000; in the data active means activation above about 40%; inconclusive means no clear call, values can overlap the other calls;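 further: 0% = median of the plate's neutral control wells and 100% = double that signal; a rise in the Bmi1 reporter signal indicates esBAF inhibition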
FN deposition inh: fibronectin deposition inhibition | inhibition, % at 12.6 µM | AID 743247 | AH1F fibroblasts, Alexa488-fibronectin deposition fluorescence, overnight | hit rate 0.086% among 350,000;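 active means mean inhibition across replicates of 30% or more, regardless of how many single replicates reach that level; inconclusive means mean under 30% yet at least half of replicates reach 30%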;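 further: positive control wells lacked labelled fibronectin entirely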
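Test system: AH1F fibroblast monolayer depositing Alexa488-labelled fibronectin into matrix. Input: 10000 cells per well. Technique: fluorescence, ex 485 nm, em 525 nm. Buffer or medium: DMEM plus 2% serum, read in PBS. Timing: 1 h cell adhesion before compound, then overnight fibronectin incubation. Compound: single dose, pinned. Read-out basis: inhibition from reduced deposited-fibronectin fluorescence.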
RAD54 inh: blocks human RAD54 Holliday junction branch migration. inhibition, % at 10.4 µM. Q92698. hit rate 0.14% among 360,000. FAM/BHQ fluorescence;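 active means mean normalized replicate activity at least 40 and at least half of replicates scoring 40 or more; inconclusive means only one of the two criteria met; inactive means mean below 40 and under half of replicates reaching 40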;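 further: 0% = median of neutral control wells and 100% = median of positive control wells; inhibitors cause a drop in the FAM fluorescence signal; in these data hits start at about 50%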
Target sequence (Q92698 whole entry, looked up): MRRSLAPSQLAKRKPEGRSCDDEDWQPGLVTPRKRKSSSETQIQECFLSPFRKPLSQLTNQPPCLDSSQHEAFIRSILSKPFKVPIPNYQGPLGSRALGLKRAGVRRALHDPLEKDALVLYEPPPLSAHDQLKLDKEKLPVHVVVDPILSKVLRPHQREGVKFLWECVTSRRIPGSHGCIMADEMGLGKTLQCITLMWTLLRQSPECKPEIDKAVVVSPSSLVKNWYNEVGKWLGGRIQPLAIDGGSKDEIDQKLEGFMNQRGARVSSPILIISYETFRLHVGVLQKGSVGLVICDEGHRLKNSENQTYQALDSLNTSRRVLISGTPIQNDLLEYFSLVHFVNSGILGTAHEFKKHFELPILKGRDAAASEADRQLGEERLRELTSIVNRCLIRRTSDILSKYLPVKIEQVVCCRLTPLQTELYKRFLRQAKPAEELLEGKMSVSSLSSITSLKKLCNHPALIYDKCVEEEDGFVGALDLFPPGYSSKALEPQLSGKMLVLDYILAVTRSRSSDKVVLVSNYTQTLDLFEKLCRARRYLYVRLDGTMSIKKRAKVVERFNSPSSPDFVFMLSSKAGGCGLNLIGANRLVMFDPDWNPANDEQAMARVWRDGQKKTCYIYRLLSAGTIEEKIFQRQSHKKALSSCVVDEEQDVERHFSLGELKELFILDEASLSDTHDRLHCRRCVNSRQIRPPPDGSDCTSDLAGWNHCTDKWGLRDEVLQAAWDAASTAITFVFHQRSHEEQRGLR
Numbers without * were called inactive.

`CCCCSc1nnc(CCCCCNC(=O)OC(C)(C)C)o1` gave esBAF inh 9, FN deposition inh -7 and RAD54 inh -10.
Screening O=C(Nc1ccc(OC(=O)c2cccs2)cc1)c1ccco1 returned esBAF inh 15, FN deposition inh 3 and RAD54 inh -17.
`C=CCc1c(C)nc(SC)nc1Nc1ccccc1` gave esBAF inh 0, FN deposition inh -5 and RAD54 inh -1.
COC(=O)C1C(c2ccccc2)C(C(=O)N2CCOCC2)C1c1ccccc1 (centres undefined) was read as esBAF inh 0, FN deposition inh 7 and RAD54 inh -2.
CCC(C)NC(=O)CN(c1cc(C)ccc1OC)S(C)(=O)=O (centres undefined) was read as esBAF inh 0, FN deposition inh 11 and RAD54 inh 1.
For Cc1ccc(CN2C(=O)C(C)(C)Oc3ccc(C(=O)N4CCCCC4)cc32)cc1 the results were esBAF inh -4, FN deposition inh -9 and RAD54 inh 1.
For COc1cccc(NC(=O)CCC(=O)NCc2ccco2)c1 the results were esBAF inh 6, FN deposition inh -5 and RAD54 inh -10.
Screening O=C1C2=C(NC(=S)NC2c2ccc(Cl)cc2)NC(c2ccc(Cl)cc2)N1c1ccc(Cl)cc1 (centres undefined) returned esBAF inh -7, FN deposition inh -18 and RAD54 inh 7.
CCN(CC)S(=O)(=O)c1cc(C(=O)OC)ccc1Cl was read as esBAF inh -11, FN deposition inh -7 and RAD54 inh -5.
FC(F)(F)c1ccc(Sc2nnc(-c3cccs3)n2CC2CCCO2)nc1 (centres undefined) was read as esBAF inh 9, FN deposition inh -8 and RAD54 inh -5.
`Clc1ccc(CSc2nnc(Cn3cnc4ccccc43)o2)cc1` gave esBAF inh 0, FN deposition inh -12 and RAD54 inh 4.
`COC(=O)CN1C(=O)C(O)=C(C(C)=O)C1c1ccc([N+](=O)[O-])cc1` (centres undefined) gave esBAF inh -5, FN deposition inh 13 and RAD54 inh -6.
Cc1cccc(C)c1NC(=O)COC(=O)c1nonc1N was read as esBAF inh 1, FN deposition inh -3 and RAD54 inh -4.
Screening COc1ccc(CNC(=O)c2c(N)n(CCCN3CCOCC3)c3nc4ccccc4nc23)cc1 returned esBAF inh 0, FN deposition inh -2 and RAD54 inh 0.
`CCOCCCNCC(=O)Nc1ccc(OC(F)(F)F)cc1` gave esBAF inh -4, FN deposition inh -2 and RAD54 inh -4.
For CC(NC(=O)Nc1cccnc1)(C(F)(F)F)C(F)(F)F the results were esBAF inh -1, FN deposition inh -2 and RAD54 inh 3.
Screening Cn1c(CCN2CCCCC2)nc2cc(NC(=O)C3CCCCC3)ccc21 returned esBAF inh -1, FN deposition inh -5 and RAD54 inh -3.
`CCC(Sc1nc(N)cc(N)n1)C(=O)O` (centres undefined) gave esBAF inh 3, FN deposition inh 3 and RAD54 inh -6.
O=C(Nc1ccn(Cc2c(F)c(F)cc(F)c2F)n1)c1ccc(COc2cc(Cl)ccc2Cl)o1 was read as esBAF inh -1, FN deposition inh 3 and RAD54 inh 1.
`O=C(CS(=O)CC(=O)Nc1ccc(Cl)cc1)NCC1OCCc2ccccc21` (centres undefined) gave esBAF inh 3, FN deposition inh 4 and RAD54 inh -3.
Cc1cccc(C)c1OCC(=O)Nc1ncn[nH]1 was read as esBAF inh -10, FN deposition inh -13 and RAD54 inh 3.
For O=C(O)CCN1CCc2ccccc21 the results were esBAF inh -4, FN deposition inh -7 and RAD54 inh -9.
For O=S(=O)(Nc1ccc2c(c1)nc1n2CCOC1)c1ccc(Cl)cc1 the results were esBAF inh 2, FN deposition inh 13 and RAD54 inh 5.
Screening CN(C)c1nc(SCCOC(=O)c2ccccc2)nc(N(C)C)n1 returned esBAF inh -1, FN deposition inh 13 and RAD54 inh -9.
For Cc1cccc(N2CCN(C(=O)Cn3c(=O)[nH]c4ccsc4c3=O)CC2C)c1 (centres undefined) the results were esBAF inh 0, FN deposition inh -6 and RAD54 inh 9.
Screening CCCCCNC(=O)CCc1ccccc1 returned esBAF inh 0, FN deposition inh 4 and RAD54 inh -4.
`O=C(CSc1nnnn1-c1ccc2c(c1)OCCO2)c1cccc2c1OCCO2` gave esBAF inh 14, FN deposition inh 2 and RAD54 inh 18.
`CCOC(=O)Nc1ccc(Oc2ccccc2)cc1` gave esBAF inh 54*, FN deposition inh 1 and RAD54 inh 2.
Screening COc1ccc(-c2cc(C(=O)N3CCN(c4ccccc4)CC3)no2)cc1OC returned esBAF inh 4, FN deposition inh -3 and RAD54 inh -16.
`CCCc1ccc(OCc2nc(-c3ccc(NC(=O)c4ccco4)cc3)no2)cc1` gave esBAF inh 62*, FN deposition inh -6 and RAD54 inh -3.

Entries shown so far that contain a furan ring, fused or not:
Screening O=C(Nc1ccc(OC(=O)c2cccs2)cc1)c1ccco1 returned esBAF inh 15, FN deposition inh 3 and RAD54 inh -17.
For COc1cccc(NC(=O)CCC(=O)NCc2ccco2)c1 the results were esBAF inh 6, FN deposition inh -5 and RAD54 inh -10.
O=C(Nc1ccn(Cc2c(F)c(F)cc(F)c2F)n1)c1ccc(COc2cc(Cl)ccc2Cl)o1 was read as esBAF inh -1, FN deposition inh 3 and RAD54 inh 1.
`CCCc1ccc(OCc2nc(-c3ccc(NC(=O)c4ccco4)cc3)no2)cc1` gave esBAF inh 62*, FN deposition inh -6 and RAD54 inh -3.

(cont.)
Screening O=C(CCCSc1nnc(SCCCC(=O)c2ccc(F)cc2)s1)c1ccc(F)cc1 returned esBAF inh 9, FN deposition inh -9 and RAD54 inh -9.
Screening COc1ccc(OC)c(NC(=O)c2ccc(S(=O)(=O)N3CCN(C)CC3)cc2)c1 returned esBAF inh 3, FN deposition inh -5 and RAD54 inh -8.
Screening CC1Oc2ccccc2N(CC(=O)Nc2ccc3c(c2)OCCO3)C1=O (centres undefined) returned esBAF inh -6, FN deposition inh 6 and RAD54 inh -2.
`COc1ccc(-n2c(Cc3ccccc3)nnc2SCC(=O)N2CCCc3ccccc32)cc1` gave esBAF inh 9, FN deposition inh 10 and RAD54 inh -9.
For C=CCn1c(=O)c2c3c(sc2n2c(Nc4ccc(OC)cc4)nnc12)CCCC3 the results were esBAF inh 2, FN deposition inh -5 and RAD54 inh -9.
Screening CC(=O)Nc1ccc(C(=O)OC2CCOC2=O)cc1 (centres undefined) returned esBAF inh -6, FN deposition inh -2 and RAD54 inh 1.
`CCOCC(=O)Nc1ccc(-c2cn3cccnc3n2)cc1` gave esBAF inh 0, FN deposition inh 1 and RAD54 inh 6.
O=[N+]([O-])c1ccccc1/C=N/n1c(COc2ccccc2)n[nH]c1=S was read as esBAF inh -7, FN deposition inh 4 and RAD54 inh -4.
`CSC1=NCCN1C(=O)c1cccc(C(F)(F)F)c1` gave esBAF inh -3, FN deposition inh 1 and RAD54 inh -12.
`CCNC(=O)C(=O)NCCc1ccc(Cl)cc1` gave esBAF inh 13, FN deposition inh -6 and RAD54 inh 8.
`CC(=C/c1ccccc1)/C=C1/SC(N2CCOCC2)=NC1=O` gave esBAF inh 26, FN deposition inh 1 and RAD54 inh 5.
Screening CCOc1cc(N2CCOCC2)c(OCC)cc1NC(=O)Cc1cccc2ccccc12 returned esBAF inh 18, FN deposition inh 15 and RAD54 inh -3.
O=C(COC(=O)c1ccc(S(=O)(=O)NCc2ccco2)cc1)NC1CCCCC1 was read as esBAF inh -5, FN deposition inh 15 and RAD54 inh -4.
`Cc1cc(N2CCN(c3ccccc3)CC2)nc(N)n1` gave esBAF inh 5, FN deposition inh -9 and RAD54 inh 8.
Screening COc1ccc(C)cc1NC(=O)c1cc2ccccc2cc1OCC(=O)NCc1ccco1 returned esBAF inh 16, FN deposition inh -3 and RAD54 inh 9.
CCOC(=O)c1nnn(-c2ccccc2)c1C was read as esBAF inh 13, FN deposition inh 14 and RAD54 inh -2.
For C/C(=N\O)c1ccc(N2C(=O)C3CC=C(Cl)CC3C2=O)cc1 (centres undefined) the results were esBAF inh 73*, FN deposition inh 3 and RAD54 inh 3.
Screening COc1ccc(S(=O)(=O)N2CCC(O)(c3ccc(Cl)cc3)CC2)cc1 returned esBAF inh 0, FN deposition inh 2 and RAD54 inh -24.
O=C(Cn1nc(-c2cccc([N+](=O)[O-])c2)c2ccccc2c1=O)Nc1cccnc1 was read as esBAF inh -1, FN deposition inh 14 and RAD54 inh 4.
`O=C1Nc2ccccc2C(O)(C(=O)NCc2ccc3c(c2)OCO3)N1c1ccc(Cl)c(Cl)c1` (centres undefined) gave esBAF inh 3, FN deposition inh 3 and RAD54 inh 12.

Structures above containing an NH in an aromatic ring, in the order listed:
Cc1cccc(C)c1OCC(=O)Nc1ncn[nH]1 was read as esBAF inh -10, FN deposition inh -13 and RAD54 inh 3.
For Cc1cccc(N2CCN(C(=O)Cn3c(=O)[nH]c4ccsc4c3=O)CC2C)c1 (centres undefined) the results were esBAF inh 0, FN deposition inh -6 and RAD54 inh 9.
O=[N+]([O-])c1ccccc1/C=N/n1c(COc2ccccc2)n[nH]c1=S was read as esBAF inh -7, FN deposition inh 4 and RAD54 inh -4.

The list goes on.
Screening O=C(CCCOc1ccccc1)N1CCN(C(=O)c2ccco2)CC1 returned esBAF inh 15, FN deposition inh -1 and RAD54 inh -4.
Screening Cc1ccc(CS(=O)(=O)CCC(=O)NC2CC2)cc1 returned esBAF inh 0, FN deposition inh 2 and RAD54 inh 2.
COc1ccc(/C=N\NC(=O)C2=NNC(=O)C2C)cc1 (centres undefined) was read as esBAF inh 7, FN deposition inh 8 and RAD54 inh 6.
Screening O=c1c(-c2nc3ccccc3s2)cccn1Cc1ccccc1 returned esBAF inh inconclusive, FN deposition inh -6 and RAD54 inh -1.
`CCC(=O)Nn1cnc2c(c1=O)C1(CCCCC1)Cc1ccccc1-2` gave esBAF inh 1, FN deposition inh -3 and RAD54 inh -3.
For O=c1cnn(-c2ccc(Cl)cc2Cl)c(-c2ccccc2)c1 the results were esBAF inh 49*, FN deposition inh -10 and RAD54 inh 2.
`CNCc1ccc(OCc2ccccc2)c(OC)c1` gave esBAF inh 34, FN deposition inh 0 and RAD54 inh -4.
For CC1=C(C(=O)OC(C)C)C(c2ccc(N(C)C)cc2)C2=C(CC(C)(C)CC2=O)N1 (centres undefined) the results were esBAF inh 2, FN deposition inh -8 and RAD54 inh 8.
`Brc1ccccc1OCCCN1CCOCC1` gave esBAF inh 18, FN deposition inh -1 and RAD54 inh -18.
CCOc1ccc(CCNC(=O)CN(C)S(=O)(=O)c2cccc3nsnc23)cc1OCC was read as esBAF inh -7, FN deposition inh -2 and RAD54 inh -20.
Screening Cc1ccc(-n2[nH]c(C)c(C=Nc3cc(C)ccn3)c2=O)cc1 returned esBAF inh 6, FN deposition inh -5 and RAD54 inh -3.
Screening Cc1noc(C)c1CSCC(=O)OCC(=O)Nc1sccc1C#N returned esBAF inh -13, FN deposition inh 9 and RAD54 inh 14.
For CCn1cc(C(=O)NCC(=O)OC)c2cc(OC)c(OC)cc2c1=O the results were esBAF inh -1, FN deposition inh -7 and RAD54 inh 3.
Screening COc1ccc(NC(=S)N/C(=N/CS(=O)(=O)c2ccccc2)c2ccccc2)cc1 returned esBAF inh -3, FN deposition inh -2 and RAD54 inh -2.
`CCOC(=O)c1ccc(NC(=O)CSc2nnc(-c3cccs3)n2CC)cc1` gave esBAF inh -7, FN deposition inh -11 and RAD54 inh -2.
Screening CCCC(=O)C1CCN(Cc2ccccc2)CC1 returned esBAF inh -2, FN deposition inh 10 and RAD54 inh 3.
For CCn1c(=O)n(CC)c2cc(S(=O)(=O)N3CCCCC3)c(C)cc21 the results were esBAF inh 9, FN deposition inh 9 and RAD54 inh -7.
`O=C(Cn1ccc2ccccc2c1=O)NCCC(=O)N1CCN(C(=O)c2ccco2)CC1` gave esBAF inh -2, FN deposition inh -11 and RAD54 inh -6.
Screening CCC1(C)Cc2c(sc3nc(SC)nc(NCCN(C)C)c23)CO1 (centres undefined) returned esBAF inh -2, FN deposition inh 2 and RAD54 inh 9.
`COc1ccccc1CN1CCN(S(=O)(=O)c2ccccc2)CC1` gave esBAF inh -7, FN deposition inh -9 and RAD54 inh 9.
O=C(Nc1ccc(S(=O)(=O)N2CCCCC2)cc1)c1cnccn1 was read as esBAF inh 20, FN deposition inh -11 and RAD54 inh 13.
For Cc1cnc(C(=O)Nc2ccc(F)cc2)cn1 the results were esBAF inh 4, FN deposition inh 6 and RAD54 inh 2.
`CCOc1ccc(C(C)(C)C)cc1S(=O)(=O)n1nc(C)cc1C` gave esBAF inh -37, FN deposition inh -6 and RAD54 inh -3.

These rows are one share of the data; count on the stated rates, not on these rows.
